aSyn yeast rescue: inhibitors of alpha-synuclein toxicity in yeast; Potency, µM (highest dose often 46.1 µM), for inactives: at the highest dose growth rescue (activation), usual class: activators; 94,000 tested, 0.02% active; S. cerevisiae alpha-synuclein toxicity rescue, BacTiter-Glo growth, 24 h; active = well fitted activation curve with a large enough effect; inconclusive = small, poorly fitted or top-dose-only effect; note: 0% is about no effect
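Growth restoration measured by BacTiter-Glo luminescence after 24 hr at 30 deg C; alpha-synuclein yeast, raffinose-pregrown to mid-log, were added at OD600=0.02 in galactose medium onto pinned compounds.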
Numbers without * were called inactive; ? = inconclusive; [ ] = another dose, or the depositor's remark. Potency is the fitted concentration of half-maximal effect. Some of the compounds tested. The share of hits here may be higher or lower than overall.

SMILES | aSyn yeast rescue
COc1cc(NC(=O)CN2C(=O)COc3ccc(S(=O)(=O)N4CCCCC4)cc32)cc(OC)c1 | 4.5%
Cc1ccc(S(=O)(=O)Nc2cc3c(C(=O)OCc4ccccc4)c(C)oc3c3ccccc23)c(C)c1 | 1.1%
C[C@@H]1CN([C@@H](C)CO)C(=O)CCCn2nncc2CO[C@H]1CN(C)S(=O)(=O)c1ccc(C#N)cc1 | 7.8%
CCN(CC1CCCO1)C(=O)CCc1nnc(CCc2ccccc2)o1 (stereo not given) | 8.2%
Cn1c(-c2cccc(F)c2)nc2c1c(=O)[nH]c(=O)n2Cc1ccccc1 | 5.2%
Cc1ccc(C)c(Cn2c(CCCNC(=O)C3CCCCC3)nc3ccccc32)c1 | 2.6%
COc1ccc(NC(C)=O)cc1NC(=O)c1cccc(C(F)(F)F)c1 | -12.0%
COc1ccc(CNC(=O)COCc2cc(-c3cccs3)on2)cc1OC | 2.7%
O=C(c1cncc(Br)c1)N1CCN(S(=O)(=O)c2ccc(Cl)cc2)CC1 | 16.5%
Cc1ccc(S(=O)(=O)N2CCC(C(=O)OCC(=O)NCc3ccco3)CC2)cc1C | -3.6%
Cc1cccc(NC(=O)c2ncn3c2C(=O)N[C@@H](C)C3)c1 | 15.0%
CN(CC(=O)N1CCCC1)S(=O)(=O)c1cccc(Cl)c1 | -2.8%
Cc1c(NC(=O)CNCc2ccc3c(c2)OCO3)c(=O)n(-c2ccccc2)n1C | 6.0%
O=C(O)c1cc(-c2cccc([N+](=O)[O-])c2)nc2ccccc12 | 5.8%
O=c1[nH]c(=S)n2c(c1-c1ccccc1)OC(CBr)C2 (stereo not given) | 3.8%
C=CCSc1nnc(NC(=O)Cc2ccc(OC)c(OC)c2)s1 | -2.9%
Cc1cc(C)c2c(-n3cccc3)c(C(=O)NCC(C)c3ccccc3)sc2n1 (stereo not given) | -0.7%
O=C(NC1CCCCC1)C1CCN(C(=O)c2ccc(Cl)cc2)CC1 | 1.6%
COc1cc(NC(=O)Cn2ccn(Cc3ccccc3OC)c(=O)c2=O)cc(OC)c1 | 1.6%
Cc1cc(N2CCN(Cc3nc(-c4ccc(Cl)cc4)oc3C)CC2)cc(C)n1 | 10.1%
CC(C)OCCCNC(=O)c1cc2c(=O)n(C)c3ccccc3c2n1C | -2.7%
Cc1cnc(C(=O)NCc2ccc(F)cc2)cn1 | 2.8%
CCOc1ncccc1C(=O)OCC(=O)c1ccc(F)cc1 | 9.7%
CCN(CC)S(=O)(=O)c1ccc2oc(C(=O)N(C)Cc3ccccc3)c(C)c2c1 | 12.9%

The last 4 entries of the part above come first, to join the parts:
SMILES | aSyn yeast rescue
CC(C)OCCCNC(=O)c1cc2c(=O)n(C)c3ccccc3c2n1C | -2.7%
Cc1cnc(C(=O)NCc2ccc(F)cc2)cn1 | 2.8%
CCOc1ncccc1C(=O)OCC(=O)c1ccc(F)cc1 | 9.7%
CCN(CC)S(=O)(=O)c1ccc2oc(C(=O)N(C)Cc3ccccc3)c(C)c2c1 | 12.9%
CC(=O)Nc1nonc1-c1nnc(SCC(=O)Nc2ccc(C)c(Cl)c2)n1-c1ccccc1 | 4.3%
Cc1csc(/N=C/N(C)C)c1C#N | 8.6%
COc1cc(C(=O)Nc2ccc(-n3c(C)nc4ccccc4c3=O)cc2)cc(OC)c1OC | -9.4%
CCCCN(CC)CCNC(=O)c1cn(CCOC)c(=O)c2c1c1ccccc1n2C | 7.3%
COc1ccc([C@H]2C[C@@H](n3cc(C4CC4)nn3)[C@H](O)CN2Cc2cccs2)cc1 | 1.0%
COc1ccc(NC(=O)C(C)n2nc(C)c3c(C)n(-c4ccccc4)nc3c2=O)cc1Cl (stereo not given) | 3.4%
CCOC(=O)c1ccc2c(c1)N(C(CC)C(=O)Nc1ccccc1OC)C(=O)c1ccccc1S2 (stereo not given) | -3.8%
Cc1ccc(C(=O)Nc2ccc3nc(SCC(=O)N4CCCc5ccccc54)sc3c2)cc1 | -6.9%
CCn1c(COc2cccc3cccnc23)nnc1SCC(=O)O | 4.6%
Cc1ccc(S(=O)(=O)N2CCOCC2)cc1NC(=O)CN(C)C1CCS(=O)(=O)C1 (stereo not given) | 1.8%
O=C(O)c1ccc(/C=C(\c2nc3ccccc3[nH]2)c2nc3ccccc3s2)cc1 | 6.2%
Cc1cc(C)nc(NS(=O)(=O)c2ccc(NC(=O)C3CC3)cc2)n1 | 2.1%
CCc1cccc(NC(=O)Cn2c(=O)c(C(F)(F)F)nc3ccccc32)c1 | 3.6%
CCC(=O)c1ccccc1OCCN1CCN(Cc2ccccc2)CC1 | 2.8%
CCOc1ccccc1NC(=O)CCn1c(-c2ccc(OC)cc2)cc(C(C)=O)c1C | -2.0%
COc1c(C)cc(S(=O)(=O)Nc2cccc(-c3ccc(N4CCOCC4)nn3)c2)c(C)c1C | -1.3%
O=C(O)/C=C\C(=O)Nc1ccccc1C(=O)NC1CCCCC1 | -5.9%
COc1cccc(CNC(=O)CCCn2c(=O)c3cccn3c3ccc(F)cc32)c1OC | 7.1%
O=C1c2ccccc2C(Nc2ccc(S(=O)(=O)N3CCCCC3)cc2)N1c1ccccn1 (stereo not given) | -0.2%
CC(C)(C)OC(=O)[C@H](Cc1ccccc1)NC(=O)c1[nH]cnc1C(=O)Nc1ccccc1F | 11.9%
Cc1nc(-c2ccc(F)cc2)sc1CCNC(=O)c1ccco1 | -24.8%
COCCCn1c(SC(C)C(=O)NC2CC2)nc2ccccc2c1=O (stereo not given) | -9.6%
CC(C)c1nn2c(=O)cc(COC(=O)c3ccccc3Cl)nc2s1 | 10.3%
O=C(Nc1ccccc1F)c1cnc(N2CCCCC2)c2ccccc12 | -5.1%

Molecules above that contain a COOH group, in the order listed:
SMILES | aSyn yeast rescue
O=C(O)c1cc(-c2cccc([N+](=O)[O-])c2)nc2ccccc12 | 5.8%
CCn1c(COc2cccc3cccnc23)nnc1SCC(=O)O | 4.6%
O=C(O)c1ccc(/C=C(\c2nc3ccccc3[nH]2)c2nc3ccccc3s2)cc1 | 6.2%
O=C(O)/C=C\C(=O)Nc1ccccc1C(=O)NC1CCCCC1 | -5.9%

The results go on.
SMILES | aSyn yeast rescue
Cn1c(Cn2c(=O)sc3ccccc32)nnc1SCC(=O)N1CCc2ccccc21 | 13.9%
CC(=O)c1ccc(N2CCN(C(=O)c3cc(-c4cccnc4)nc4ccc(Br)cc34)CC2)cc1 | -9.1%
COc1ccc(-c2oc3ccccc3c(=O)c2OCC(=O)O)cc1 | 14.2%
O=C(Nc1ccccn1)c1ccc(Cl)c(S(=O)(=O)N2CCCC2)c1 | -9.4%
CCc1ccc(-n2nc(CO)c(C(=O)NCCCCc3ccccc3)n2)cc1 | 3.7%
O=C(NCc1ccccc1)c1ccc2c(=O)n3c(nc2c1)CCCCC3 | 0.5%
COc1ccc(S(=O)(=O)NCC(c2ccco2)N2CCN(c3ccc(F)cc3)CC2)cc1C (stereo not given) | 18.6%
CCOC(=O)c1cc(S(=O)(=O)Nc2ccc(C)cc2Cl)[nH]n1 | 0.3%
CCOc1ccccc1CNC(=O)C1CCCN(S(=O)(=O)c2ccc3c(ccn3C)c2)C1 (stereo not given) | -3.1%
Cc1ccc(NC(=O)/C=C/c2ccco2)cc1F | -47.7%[inhibitor]
Cc1ccc(C)c(NC(=O)c2cc(S(=O)(=O)NCc3ccccc3)ccc2F)c1 | -4.7%
O=C(CCS(=O)(=O)c1cccc2nonc12)Nc1ccc(Br)cc1 | 0.1%
CCc1ccccc1NC(=O)CSc1nc2c(oc3ccccc32)c(=O)n1C | -3.9%
COC(=O)C[C@@H]1C[C@H]2c3cc(N(C)C)ccc3O[C@H]2[C@H](CO)O1 | 12.1%
Cc1c(C(=O)OCCOc2ccccc2)[nH]c2c1C(=O)CC(c1ccccc1Cl)C2 (stereo not given) | -5.6%
CCc1ccc(OCCCSc2nc(-c3ccc(C(C)(C)C)cc3)nc3cc(=O)[nH]n23)cc1 | -12.1%
Fc1cccc(CN2CCc3nc(Nc4ccc5c(c4)OCCO5)ncc3C2)c1F | -3.0%
COc1ccc(C(=O)/C=C/C(=O)N(CC(=O)NC2CCCCC2)Cc2ccccc2OC)c(O)c1 | ?
Cc1ccc(CN2CCN(Cc3cnc(C)s3)CC2CCO)cc1 (stereo not given) | -0.4%
CCCN(CCC)c1nc2c(C)cccn2c(=O)c1/C=C1/SC(=S)N(Cc2ccco2)C1=O | 3.3%
Cc1ccc2scc(N3CCN(c4cccc(C(F)(F)F)c4)CC3)c(=O)c2c1 | 5.5%
CCCCn1c(SCC(=O)NCCCOC)nc2c(sc3ccccc32)c1=O | 3.2%
CCc1ccc(-n2c(=O)c3sc4ccccc4c3n(CC(=O)NC3CCCCC3)c2=O)cc1 | 0.6%
Cc1ccc(-c2nc3ccccn3c2Nc2ccc3c(c2)OCCO3)s1 | -18.3%
CCOC(=O)c1c(NC(=O)COc2ccc(Br)cc2)sc(C(C)=O)c1C | 0.4%
O=C(O)c1nc2nc(Cl)c(Cl)nc2[nH]1 | -1.9%
COc1cccc(C2=Nc3cccc4cccc(c34)N2)c1 | -1.1%
CCOC(=O)c1c(C)[nH]c(C)c1S(=O)(=O)N1CCC(C(=O)Nc2ccccc2CC)CC1 | 3.5%
O=C(NCCS(=O)(=O)N1CCN(c2cccc(Cl)c2)CC1)c1cc(=O)c2ccccc2o1 | -5.8%
CC(=O)c1cccc(Oc2ncccn2)c1 | -2.0%
CCOc1ccc(-c2cc(C(=O)OC)nc3c2c(=O)n(C)c(=O)n3C)cc1 | 4.4%
CCc1ccc(C2c3c(-c4ccccc4O)n[nH]c3C(=O)N2Cc2cccnc2)cc1 (stereo not given) | 0.6%
Cc1cccc(C)c1Nc1c(-c2ccccn2)nc2ccccn12 | 5.5%
CC(C)(C)c1ccc(S(=O)(=O)c2cnc(SCC(=O)Nc3ccc4c(c3)OCCO4)[nH]c2=O)cc1 | -0.2%
O=C1CC(c2cccc(O)c2)c2c(nc(SCc3ccccc3F)[nH]c2=O)N1 (stereo not given) | -10.0%
C[C@H]1CN([C@@H](C)CO)C(=O)CCCn2nncc2CO[C@H]1CN(C)C(=O)Nc1ccnc(N2CCOCC2)c1 | 9.3%

Reprinted at random: 3 compounds from above.
SMILES | aSyn yeast rescue
CCc1ccc(C2c3c(-c4ccccc4O)n[nH]c3C(=O)N2Cc2cccnc2)cc1 (stereo not given) | 0.6%
O=C(NCCS(=O)(=O)N1CCN(c2cccc(Cl)c2)CC1)c1cc(=O)c2ccccc2o1 | -5.8%
CCOC(=O)c1c(NC(=O)COc2ccc(Br)cc2)sc(C(C)=O)c1C | 0.4%

(listing goes on)
SMILES | aSyn yeast rescue
O=C(O)C1CC(Br)C(Br)CC1C(=O)O (stereo not given) | 1.7%
COc1cccc(CNC(=O)c2oc3c(c2C)-c2nn(Cc4cccc(Cl)c4)cc2CC3)c1OC | 4.1%
Cc1ccc(C(C)C)c(OCC(=O)NCC(c2cccs2)N2CCOCC2)c1 (stereo not given) | -0.6%
Cc1oc2ncnc(N3CCOCC3)c2c1C(=O)NCc1ccc(Cl)cc1 | 9.0%
C[C@H](NC(=O)CCCn1nnc2ccccc2c1=O)C(=O)O | 3.0%
CC1(C(O)(C#CC[N+]2(C)CCCCC2)c2ccccc2)CCCC1 (stereo not given) | 8.3%
COC(=O)c1ccc(COC(=O)CCNS(=O)(=O)c2ccc(C)c(C)c2)cc1 | 11.5%
CC(C)c1ccc(N2C(=O)CS(=O)(=O)C23C(=O)N(Cc2cccc(F)c2)c2ccccc23)cc1 (stereo not given) | 6.6%
COc1cccc(CN(C)C(=O)C(Cc2ccccc2)NC(=O)c2ccccc2)c1OC (stereo not given) | -17.0%
CCC(C)NS(=O)(=O)c1ccc(NC(=O)c2ccc([N+](=O)[O-])cc2Cl)cc1 (stereo not given) | 2.7%
CN(CC(=O)Nc1ccccc1F)S(=O)(=O)c1ccc2c(c1)c(=O)n(C)c(=O)n2C | -0.3%
COc1ccc(C(=O)COC(=O)c2cccnc2Cl)c(OC)c1 | 5.6%
CCN(CC)C(=O)c1c(-c2ccccc2)c(-c2ccccc2)nn(CC)c1=O | -12.9%
CCc1cccc(NS(=O)(=O)c2c(C)[nH]c(=O)[nH]c2=O)c1 | 1.8%
COc1ccc(OC)c(NC(=O)c2oc3c(c2C)-c2nn(Cc4ccc(Cl)cc4)cc2CC3)c1 | 5.3%
O=C(O)C1C2CC2CN1C(=O)c1ccc(Cl)cc1Cl (stereo not given) | -7.5%
Cc1ccc(-n2nc(CO)c(C(=O)NCCCCc3ccccc3)n2)cc1C | -9.0%
CCOC(=O)C1=C(O)CSC1=Nc1ccc(C)cc1 | 0.2%
O=C(Nc1nnc(S(=O)(=O)N2CCCc3ccccc32)s1)c1ccc(Cl)cc1 | 2.1%
NC(=O)NCCC1=CCCCC1 | -10.5%
COc1ccc2c(c1)c(CC(=O)Nc1cc(C)cc(C)c1)c(C)n2C(=O)c1ccc(Cl)cc1 | 6.3%
CC(CC(=O)NCc1ccc(Cl)cc1)CC1=NS(=O)(=O)c2ccccc2N1 (stereo not given) | -2.3%
CCCOc1ccc(C2C(=O)N(C3CCCCCC3)CC(=O)N2CCCOCC)cc1OC (stereo not given) | -1.2%
CCCCN1C(=O)c2[nH]nc(-c3ccccc3O)c2C1c1cc(Br)c(O)c(OC)c1 (stereo not given) | 2.7%
CCOc1ccc(CCNC(=O)CSC(=S)N2CCCC2)cc1OCC | 9.0%
CCCO/N=C1/C(=O)N(c2ccccc2)c2ccccc21 | -33.8%[inhibitor]
COc1ccc(CNC(=O)c2ccc3c(c2)nc2n3CCOC2)c(OC)c1 | 4.7%
CCOC(=O)c1ccc(NC(=O)c2c(C)oc3nc(C)nc(N4CCCC4)c23)cc1 | 4.3%
Cc1ccccc1NC(=O)c1sc2nc3n(c(=O)c2c1C)N=C(c1ccccc1)CS3 | -11.7%
O=C(CCC(=O)N1CCSc2ccccc21)Nc1ccc(F)cc1 | 1.8%
